Bioassay records (PubChem BioAssay)
HDAC3 inh = inhibitors of human histone deacetylase 3; 320,000 tested, 0.15% active; recombinant HDAC3, fluorogenic peptide/trypsin coupled, fluorescence; O15379; inhibition, % at 8.3 µM; AID 2718; in the data active = inhibition above about 26%, passing the limit was not always enough
Target sequence (O15379 whole entry, looked up): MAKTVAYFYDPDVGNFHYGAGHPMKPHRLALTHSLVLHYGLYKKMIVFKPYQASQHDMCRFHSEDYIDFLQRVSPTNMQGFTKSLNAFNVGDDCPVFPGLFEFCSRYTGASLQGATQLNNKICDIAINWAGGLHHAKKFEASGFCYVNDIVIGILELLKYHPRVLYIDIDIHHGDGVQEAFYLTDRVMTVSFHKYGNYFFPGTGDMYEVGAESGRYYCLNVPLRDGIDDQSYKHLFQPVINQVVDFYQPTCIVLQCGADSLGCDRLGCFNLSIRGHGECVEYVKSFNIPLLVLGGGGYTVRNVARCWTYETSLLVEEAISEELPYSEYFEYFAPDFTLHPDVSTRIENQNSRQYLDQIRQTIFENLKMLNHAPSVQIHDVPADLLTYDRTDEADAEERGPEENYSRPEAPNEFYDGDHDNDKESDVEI
HSF1 inhib = HSF1 inhibition; NIH3T3-HGL HSE-luciferase, MG132-induced, luminescence 8 h; stronger effect = lower value; 300,000 tested, 0.77% active; AID 2098; activity change, negative = inhibition, % at 7.5 µM (by protocol);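 active = more than half of replicate wells show activity change below -50%, luminescence cut by over half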;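 also: luciferase reports HSF-1 transcriptional activity via heat shock element; 0% = median of DMSO wells and -100% = zero luminescence signal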
HSP90 refold inh = HSP90 refolding inhibition in rabbit reticulocyte lysate. luciferase refolding luminescence, 3 h. 290,000 tested, 0.91% active. inhibition, % at 5.6 µM. AID 1789;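 active = inhibition above the screen-wide mean plus 3 SD, computed separately per campaign, cut at about 16% in these data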;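 also: 0% = DMSO wells and 100% = 60 µM geldanamycin wells; inhibitors lower the luminescence because luciferase stays unfolded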
aSyn UTR inh = 5' untranslated region of α-synuclein, MLPCN primary screen; alpha-synuclein 5'UTR reporter, inhibitor activity; inhibition, % (tested at 7.5 µM); 300,000 tested, 0.82% active; AID 1813; in the data active = inhibition above about 60%;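 also: H4 neuroglioblastoma cells stably carrying SNCA 5'UTR luciferase fusion; 0% = DMSO wells and 100% = positive control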
AI-2 QS mod = modulators of Vibrio harveyi AI-2 quorum sensing system. Vibrio harveyi JMH597 AI-2 luminescence/OD600 ratio, 9 h; stronger effect = lower value; strain lacks LuxN and CqsS sensors; 0 = neutral-control median. activity change, % at 7.5 µM. 300,000 tested, 0.4% active. AID 2094; in the data active = activity change below about -75%, passing the limit was not always enough;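 also: luminescence divided by OD600 gain over 9 h not by final OD600 alone; inactives centre near 13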
HSF-1 act = increases HSF-1 driven luciferase reporter signal. NIH3T3-HGL HSF-1 luciferase reporter, MG132, 8 h; 100% = twice DMSO control signal. activation, % at 9 µM. 300,000 tested, 1.7% active. AID 504408;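 active = mean replicate activation of at least 50% with a set share of replicates each reaching 50%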;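 also: 0% = median of the neutral control wells and 100% = twice that signal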
IEC-6 cytotox = counter-screen for KLF5 inhibitors: cytotoxicity in IEC-6 cells. IEC-6 cytotoxicity, luminescence viability. inhibition, % at 5 µM. 290,000 tested, 0.78% active. AID 1825; in the data active = inhibition above about 22%;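 also: 0% = plate median of test compound wells and 100% = cytotoxic reference compound wells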
HIF activator = HIF pathway transcriptional activation. U2OS HRE-luciferase reporter, luminescence; normalized: DMSO 0%, desferrioxamine 100%. activation, % at 7.5 µM (by protocol). 300,000 tested, 0.32% active. AID 1910;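 active = mean activation of at least 10% of the iron chelator positive control signal, with at least half of replicates also reaching 10%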
KLF5 inhibitor = kruppel-like factor 5 inhibition | 290,000 tested, 0.23% active | DLD-1 KLF5 promoter-luciferase reporter, luminescence | AID 1700 | inhibition, % at 5 µM;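 active = inhibition above a per-plate limit of that plate's mean compound inhibition plus 3 SD, cut at about 60% in these data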;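 also: 0% = DMSO wells and 100% = LY294002 at 200 µM; higher means less KLF5 promoter-driven luciferase light; inactives centre near -14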
Platelet DG rel = platelet dense granule release activity; inhibition, %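 (compounds screened at 7.5 µM in platelet-rich plasma)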; human platelet-rich plasma, SFLLRN dense granule ATP release, luminescence; 300,000 tested, 0.22% active; AID 1663;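 active = mean replicate score, as percent of positive control, at or above 50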
An asterisk follows results filed as active; . = no result given.

| nr | structure | HDAC3 inh | HSF1 inhib | HSP90 refold inh | aSyn UTR inh | AI-2 QS mod | HSF-1 act | IEC-6 cytotox | HIF activator | KLF5 inhibitor | Platelet DG rel |
| --- | --- | --- | --- | --- | --- | --- | --- | --- | --- | --- | --- |
| 1 | O=c1c2c3nc4ccccc4nc3n(/N=C/c3ccncc3)c2ncn1-c1ccccc1 | -6 | -4 | -8 | 1 | 3 | -8 | 2 | 0.5 | -21 | -7 |
| 2 | COC(=O)c1nnn(-c2nonc2N)c1-c1cccs1 | 10 | -6 | 0 | 1 | 34 | 2 | -3 | -9.5 | -2 | -13 |
| 3 | CCCCn1cc(C(C)(C)C)c(C#N)c1NC(C)=O | -4 | -4 | 3 | -25 | -1 | -4 | 3 | -0.2 | -25 | 0 |
| 4 | C(=N\N(Cc1ccccc1)c1ccccc1)/c1ccco1 | 5 | 3 | 3 | 2 | 1 | -2 | -6 | -0.2 | 2 | 4 |
| 5 | O=C(NNC(=O)c1cc2cc(OC(F)(F)F)ccc2[nH]1)c1cccc(C(F)(F)F)c1 | . | 0 | -2 | -4 | 11 | -11 | 16 | 0.1 | -25 | -11 |
| 6 | CCN(CC)CCN=CC1=C(O)CNC1=O | 8 | 1 | 3 | 1 | 15 | -6 | 0 | 0.3 | 6 | 5 |
| 7 | COc1ccc(-c2cc(C(=O)N3CCN(c4ccc(F)cc4)CC3)no2)cc1 | 1 | 5 | 0 | 19 | 29 | 20 | 4 | 0.0 | -13 | 0 |
| 8 | COc1ccccc1N(CC(=O)NCc1ccc(F)cc1)C(=O)CCC(=O)Nc1ccccn1 | -1 | -6 | 0 | 15 | -8 | 0 | -2 | -0.7 | -28 | 1 |
| 9 | CC1CN(C(=O)CN2C(=O)NC3(CCCC3)C2=O)C(=Nc2cccc(S(=O)(=O)N(C)C)c2)S1 (stereo not drawn) | 5 | -5 | . | 11 | 17 | -6 | . | -0.3 | . | -3 |
| 10 | C=CCN(CC=C)S(=O)(=O)c1ccc(NC(=S)NC(=O)/C=C/c2cccc3ccccc23)cc1 | -15 | -3 | 3 | -5 | 26 | 14 | -2 | 0.0 | -32 | 6 |
| 11 | COc1ccc(OCC(=O)N/N=C/c2ccc(OC)c(OC)c2C(=O)O)cc1 | 10 | -4 | -1 | 14 | 27 | -2 | 0 | 0.2 | -38 | 5 |
| 12 | O=C(CN(C(=O)CCC(=O)Nc1nccs1)c1ccc(F)cc1)NCCc1ccccc1 | -7 | 8 | 2 | 5 | 1 | 6 | 7 | -1.8 | 8 | -3 |

Entries of single compounds, looked up by structure. Values in the order: HDAC3 inh	HSF1 inhib	HSP90 refold inh	aSyn UTR inh	AI-2 QS mod	HSF-1 act	IEC-6 cytotox	HIF activator	KLF5 inhibitor	Platelet DG rel
Shown for O=C(NNC(=O)c1cc2cc(OC(F)(F)F)ccc2[nH]1)c1cccc(C(F)(F)F)c1 → .	0	-2	-4	11	-11	16	0.1	-25	-11
Shown for C=CCN(CC=C)S(=O)(=O)c1ccc(NC(=S)NC(=O)/C=C/c2cccc3ccccc23)cc1 → -15	-3	3	-5	26	14	-2	0.0	-32	6
Shown for O=c1c2c3nc4ccccc4nc3n(/N=C/c3ccncc3)c2ncn1-c1ccccc1 → -6	-4	-8	1	3	-8	2	0.5	-21	-7
Shown for C(=N\N(Cc1ccccc1)c1ccccc1)/c1ccco1 → 5	3	3	2	1	-2	-6	-0.2	2	4
Shown for COC(=O)c1nnn(-c2nonc2N)c1-c1cccs1 → 10	-6	0	1	34	2	-3	-9.5	-2	-13

Going on with the list.
Assay codes: A = HDAC3 inh; B = HSF1 inhib; C = HSP90 refold inh; D = aSyn UTR inh; E = AI-2 QS mod; F = HSF-1 act; G = IEC-6 cytotox; H = HIF activator; I = KLF5 inhibitor; J = Platelet DG rel
13) CCc1ccccc1NC(=O)COC(=O)C1CC(=O)N(c2ccc(F)cc2)C1 (stereo not drawn)
  A: -5 | B: . | C: 2 | D: 22 | E: 29 | F: . | G: 3 | H: 0.2 | I: -26 | J: -4

14) CCOc1ncccc1C(=O)N(C)CC(=O)Nc1ccc(C)cc1
  A: 0 | B: -8 | C: -2 | D: -33 | E: 23 | F: -7 | G: 0 | H: 0.3 | I: -43 | J: 6

15) COC(=O)c1ccc(NC(=O)Nc2ccc(F)cc2F)cc1
  A: -1 | B: 13 | C: -4 | D: -111 | E: 18 | F: 47 | G: 4 | H: 2.0 | I: -91 | J: 11

16) CCOC(=O)N1CCN(C(=O)c2cnn3c(C)c(Cc4ccc(C)cc4)c(C)nc23)CC1
  A: -18 | B: -2 | C: 4 | D: 3 | E: 1 | F: 16 | G: 5 | H: 0.2 | I: -2 | J: -1

17) Cc1cc(NC(=O)Cn2c(=O)c3c(ncn3CCC(C)C)n(Cc3ccccc3)c2=O)no1
  A: 0 | B: -4 | C: 1 | D: -14 | E: 32 | F: 1 | G: 2 | H: -0.1 | I: 13 | J: 1

18) Cc1cc(C)cc(OCC(=O)O/N=C(\N)c2ccccc2Cl)c1
  A: -2 | B: 1 | C: -1 | D: -42 | E: -72 | F: 1 | G: -1 | H: 0.8 | I: 3 | J: -13

19) Cc1c(O)ccc(C(=O)COc2ccc(F)cc2)c1O
  A: 1 | B: 16 | C: 2 | D: -154 | E: -60 | F: 24 | G: 15 | H: 2.0 | I: -141 | J: -6

20) CS(=O)(=O)Nc1ccc(C(=O)NCCSCc2ccccc2)cc1
  A: 9 | B: -6 | C: -3 | D: -34 | E: 27 | F: 0 | G: 1 | H: -0.4 | I: -29 | J: -5

21) CCC(=O)N1C(=O)CCN(C(C)=O)c2ccccc21
  A: 4 | B: -6 | C: -1 | D: 21 | E: 9 | F: 5 | G: -1 | H: 0.2 | I: -1 | J: 3

22) O=C(NCCCc1ccccc1)C1CCC(=O)N(CCc2ccc(Cl)cc2)C1 (stereo not drawn)
  A: 1 | B: 10 | C: -6 | D: -26 | E: 23 | F: 3 | G: 2 | H: 2.0 | I: -31 | J: -6

23) COc1cc(/C=C2\SC(=S)N(CC(=O)O)C2=O)ccc1OC(=O)c1ccco1
  A: 20 | B: -3 | C: -1 | D: 23 | E: 14 | F: -18 | G: -1 | H: 0.3 | I: -6 | J: 2

24) CCOc1ccccc1NC(=O)CCN1CCN(S(=O)(=O)c2ccc(OC)cc2)CC1
  A: 6 | B: -10 | C: 5 | D: 14 | E: 25 | F: 3 | G: -1 | H: 0.0 | I: -10 | J: 4

25) Cc1ccccc1Nc1nc(N)nc(COC(=O)CCS(=O)(=O)c2ccccc2)n1
  A: 7 | B: -4 | C: -4 | D: 11 | E: 16 | F: -15 | G: -2 | H: -0.3 | I: -13 | J: 0
